Bioassay records from PubChem.
Rac1 GTP hydrolysis = MgcRacGAP GTPase-activating activity inhibitors, confirmation, biochemical, ADP Hunter fluorescence | MgcRacGAP-stimulated Rac1 GTP hydrolysis, ADP Hunter fluorescence; higher % means a stronger effect; GST-tagged Rac1 F28L mutant substrate | one-dose inhibition, % at 30 µM; IC50 in µM for titrated hits | 340,000 tested, 0.6% active | AID 624330;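 active means first-screen hits whose inhibition reached a set limit at any dose in the follow-up dose series; inconclusive means inhibition above the set first-screen limit but never retested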;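 further: fluorescence reports GDP produced by GAP-driven GTP hydrolysis; strong numbers were not always called active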
Large T inhibition = TAg ATPase/helicase activity blockers – biochemical (AID 1903) | SV40 large T antigen ATPase/helicase inhibition assay; higher % means a stronger effect | inhibition, % at 20 µM; hits with a dose series show IC50 in µM | 310,000 tested, 0.39% active; in the data active means a potency from the dose series; inconclusive means inhibition mostly from about 32% at the one dose, without a potency; inactive means the rest, 99 in 100 with inhibition below about 32%; further: strong numbers were not always called active
RSV antiviral HEp-2 = RSV antiviral activity via CPE protection, HEp-2 cells, primary 10 µM value included (AID 2391). HEp-2 cells, RSV-induced CPE inhibition; higher % means a stronger effect. CPE inhibition, % at 10 µM; hits with a dose series show IC50 in µM. 310,000 tested, 0.13% active; in the data active means a potency from the dose series; inconclusive means CPE inhibition mostly from about 23% at the one dose, without a potency; inactive means the rest, 99 in 100 with CPE inhibition below about 21%; further: strong numbers were not always called active
AID2073 = inhibitors of Mint1-CaV2.2 protein interaction, biochemical, HTRF (AID 2073); HTRF protein-protein interaction, Mint1-CaV2.2; higher % means a stronger effect; inhibition, % at 20 µM; hits with a dose series show IC50 in µM; 290,000 tested, 0.19% active; in the data active means inhibition mostly above about 51%, no sharp cut-off; inconclusive means no clear call, values can overlap the other calls; inactive means mostly below about 53%; further: some results filed as inactive read as strong as hits
Siah-1 displacement = Siah-1 peptide-binding antagonists, primary screen, biochemical, fluorescence polarization, rhodamine-plectin, uHTS (AID 1817); Siah-1 / rhodamine-plectin peptide fluorescence polarization; higher % means a stronger effect; one-dose displacement, % at 20 µM; IC50 in µM for titrated hits; 290,000 tested, 0.02% active;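 active means displacement of at least 50% at 20 µM, with a fluorescence ratio check between 0.3 and a set limit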;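 further: plate controls were Siah plus tracer with DMSO for no effect and tracer alone without Siah for full effect; strong numbers were not always called active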
LYP inhibition = inhibitors of LYP phosphatase, biochemical, fluorescence intensity, uHTS (AID 1779); recombinant LYP phosphatase, fluorescence intensity; higher % means a stronger effect; inhibition, % at 11.5 µM, or IC50 in µM where a hit was titrated; 290,000 tested, 0.054% active; in the data active means inhibition above about 50%;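 further: plate controls were vehicle with enzyme for no effect and no enzyme for full effect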
Dengue-2 NS5 capping = Dengue-2 NS5 methyltransferase inhibitors, primary screen, biochemical, confirmation dose response (AID 588689); Dengue-2 NS5 methyltransferase capping enzyme assay, biochemical; higher % means a stronger effect; inhibition, % at 25 µM; hits with a dose series show IC50 in µM; 340,000 tested, 0.3% active; in the data active means a potency from the dose series; inconclusive means inhibition above about 29% without an active follow-up result
XIAP displacement = XIAP antagonists, biochemical, IAP family, fluorescence polarization (AID 1018); XIAP BIR domain, fluorescence polarization peptide displacement; higher % means a stronger effect; displacement, % at 20 µM, or IC50 in µM where a hit was titrated; 200,000 tested, 0.007% active; in the data active means displacement above about 50%; further: a part of the inactive calls stands beside numbers as strong as those of hits
HIV peptide binding = inhibitors of HIV fusion peptide binding, primary screen, biochemical, uHTS, fluorescence dequenching (AID 1986) | cell-free peptide binding, fluorescence dequenching, 30 min; higher % means a stronger effect | inhibition, % at 20 µM, or IC50 in µM where a hit was titrated | 290,000 tested, 0.3% active; in the data active means inhibition mostly above about 52%, no sharp cut-off; inactive means mostly below about 76%; further: some results filed as inactive read as strong as hits
Dengue-2 NS5 capping pilot replicate = second read-out of Dengue-2 NS5 capping, no call of its own (marks repeat the call); inhibition, %; measured here: pilot screen replicate inhibition
An asterisk follows results filed as active; ? = inconclusive; / = not tested or not shown.

SMILES	Rac1 GTP hydrolysis	Large T inhibition	RSV antiviral HEp-2	AID2073	Siah-1 displacement	LYP inhibition	Dengue-2 NS5 capping	XIAP displacement	HIV peptide binding	others
CN(C)S(=O)(=O)c1cccc(-c2cn3ccccc3n2)c1	13.4%	12.6%	-0.3%	6.5%	1.1%	-2.5%	-2.8%	-0.4%	29.9%
COCCNC(=O)c1ccc(CSCc2cccc(Cl)c2)o1	10.4%	9.2%	0.8%	3.9%	2.8%	-3.0%	-2.9%	/	0.9%
Cc1ccc2c(c1)N(Cc1ccc3c(c1)OCO3)C(=O)C(C)O2 (stereo not drawn)	0.2%	3.9%	1.9%	-4.0%	2.6%	-1.7%	4.9%	-0.1%	-3.1%
CC(=O)n1cc(C(C[N+](=O)[O-])SCCN)c2ccccc21 (stereo not drawn)	17.9%	8.0%	-0.1%	4.7%	-2.0%	-9.7%	-21.4%	-4.8%	2.0%
CC(N=C(NS(=O)(=O)c1ccc(Cl)cc1)c1ccccc1)C(=O)O (stereo not drawn)	6.3%	-7.2%	0.6%	1.9%	-2.4%	0.3%	-10.2%	-1.7%	-0.1%
COc1ccc(CCNC(=O)C(=O)NCC2CCCN2S(=O)(=O)c2cc(C)ccc2C)cc1 (stereo not drawn)	-2.2%	5.0%	0.9%	/	/	/	2.9%	/	/
Cc1cccc(-c2nc(CSCC(=O)NCCCN3CCOCC3)c(C)o2)c1	-0.3%	3.6%	-1.1%	32.6%	1.7%	0.1%	-11.6%	-3.2%	0.1%
CC(C)(C)C(=O)N1CCN(c2ccc(NC(=O)c3ccc4c(c3)OCCO4)cc2)CC1	2.8%	-1.3%	5.0%	10.3%	9.8%	-5.6%	-0.9%	/	0.7%
O=C(c1ccco1)N1CCN(Cc2nnnn2CCc2ccccc2)CC1	1.9%	16.2%	-0.3%	3.6%	0.5%	-11.5%	-10.2%	-6.2%	0.1%
O=C(NCC1CCN(Cc2ccccc2F)CC1)Nc1cccc(Br)c1	8.8%	8.5%	5.9%	-0.5%	-1.9%	-3.1%	-3.3%	/	-0.3%
N#C/C(=C/c1ccc(F)cc1)C(N)=S	7.1%	13.9%	-1.9%	33.3%	-1.3%	-6.3%	-12.8%	-11.3%	-1.0%
C/C=C\C(=O)Nc1cccc(C2=NOC3(C2)C[C@@H](C(N)=O)N(C(=O)COc2ccc(Cl)cc2)C3)c1 (stereo partly drawn)	11.5%	3.3%	0.2%	?	-4.3%	-11.1%	-6.5%	/	0.3%
Nc1nnc(SCC(=O)Nc2ccc3nc(SCC(=O)Nc4ccccc4)sc3c2)s1	8.0%	7.8%	1.8%	11.9%	-0.7%	-2.9%	2.9%	-1.8%	0.5%
O=C(CCc1nnc2ccc(NCc3ccccc3Cl)nn12)NC1CCCC1	-7.3%	9.2%	5.3%	8.6%	-3.5%	-14.0%	4.6%	/	-1.1%
COc1ccc(NC(=O)C2CCCN2S(=O)(=O)c2cccc3nsnc23)c(OC)c1 (stereo not drawn)	-22.7%	5.6%	11.2%	9.3%	-5.8%	0.4%	-0.9%	/	-0.7%
O=C(NCc1cccs1)N[C@@H](Cc1ccccc1)C(=O)O	7.1%	9.3%	1.8%	6.5%	1.9%	-6.6%	-7.0%	-2.5%	1.3%
COC(=O)CSc1nnc2n1C(C)(C)Cc1ccccc1-2	5.3%	8.1%	2.9%	-5.7%	0.4%	-8.7%	-8.9%	-1.2%	-0.2%	Dengue-2 NS5 capping pilot replicate=-6.5
N#Cc1c2c(c(Nc3ccccc3)n3c1nc1ccccc13)CCC2	11.7%	1.4%	/	12.1%	-2.1%	-3.2%	-2.8%	-0.5%	4.4%
Cc1nnc2sc(SCC(=O)Nc3nccs3)nn2c1=O	8.3%	7.6%	1.3%	-8.7%	3.3%	-5.9%	-5.8%	-17.1%	2.8%
Cc1ccccc1CNC(=O)C1CCCN(c2nnc(C)c3c(C)n(-c4ccccc4)nc23)C1 (stereo not drawn)	14.1%	1.4%	1.2%	6.1%	-0.2%	-10.4%	9.8%	/	1.5%
O=C(CSc1n[nH]c(-c2ccccc2O)n1)NC1CCCCC1	4.5%	-1.1%	5.3%	9.9%	-8.7%	-4.6%	-1.8%	/	1.7%
S=C(NCCN1CCOCC1)N1CCN(c2cccc(Cl)c2)CC1	14.3%	3.4%	17.2%	-26.9%	11.5%	-8.9%	8.9%	/	0.7%
CC(=O)c1c[nH]c(C(=O)NCC2CCCO2)c1 (stereo not drawn)	10.2%	9.2%	0.3%	4.3%	1.9%	-5.6%	-4.2%	-1.1%	1.4%
CC(=O)c1cccc(NS(=O)(=O)c2ccc(-c3cc(C)no3)s2)c1	-2.9%	4.1%	-0.2%	1.1%	33.4%	-6.1%	-3.7%	/	1.0%
S=C1SCN(CCN2CCOCC2)CN1Cc1ccccc1	15.4%	6.2%	0.7%	-17.6%	0.6%	0.6%	3.3%	-2.5%	-0.4%
SMILES	Rac1 GTP hydrolysis	Large T inhibition	RSV antiviral HEp-2	AID2073	Siah-1 displacement	LYP inhibition	Dengue-2 NS5 capping	XIAP displacement	HIV peptide binding	others
CCc1ccc(NC(=O)/C(C#N)=C/c2cc3ccc(C)cc3nc2N2CCOCC2)cc1	9.9%	-10.7%	4.9%	45.1%	2.4%	5.6%	?	-3.2%	91.8%
CCOc1[nH]n(-c2ccc(Cl)cc2)c(=O)c1C=Nc1ccc(O)cc1	6.8%	-0.3%	3.0%	5.3%	11.0%	-1.8%	-4.8%	-6.7%	-2.9%
CCN1CCN(c2ccc(NC(=O)c3cccnc3)cc2Cl)CC1	6.5%	-2.7%	-0.5%	-0.4%	-3.2%	-9.5%	2.4%	-4.4%	0.6%
CCn1c2ccccc2c2cc(NC(=O)COC(=O)c3cc(OC)c(OC)cc3OC)ccc21	8.8%	-2.2%	10.8%	20.7%	-0.5%	2.4%	-5.1%	-21.5%	-0.2%
O=C(NC1CCCCC1)C1CC=CCC1C(=O)OCC(Cl)=C(Cl)Cl (stereo not drawn)	10.3%	8.1%	0.9%	-9.7%	1.1%	-6.4%	0.7%	0.2%	-1.6%
Cc1cc(C(C)(C)C)cc(S(=O)(=O)Nc2ccc(O)c(C(=O)O)c2)c1C	3.1%	1.9%	/	-1.6%	-3.8%	-1.7%	4.2%	-7.7%	49.6%
Cc1[nH]c2ccccc2c1/C=N/NC(=O)Nc1ccccc1	6.8%	10.1%	3.8%	3.4%	0.4%	-6.2%	-17.5%	-4.0%	-0.3%
O=C(C1CCCO1)N1CCN(Cc2c(O)ccc3ccccc23)CC1 (stereo not drawn)	8.0%	30.8%	2.4%	-26.6%	0.5%	0.8%	-9.6%	-1.9%	0.9%
COc1ccccc1-c1nnn(C/C(N)=N/O)n1	6.8%	-1.3%	2.4%	5.2%	4.9%	-10.1%	-3.7%	-0.5%	-0.9%
CC(=O)OCC1(C)CN(c2ccccc2)N(C(=O)c2ccc(C(C)(C)C)cc2)C1=O (stereo not drawn)	4.5%	12.0%	/	19.5%	3.7%	-0.6%	5.5%	-4.2%	0.6%
CN(CC(=O)Nc1cccc(F)c1)C(=O)CC1CC2CCC1C2 (stereo not drawn)	3.7%	7.4%	3.1%	7.1%	7.7%	-9.2%	0.7%	/	1.2%
COC(=O)CSc1nc(C)cc(C(F)(F)F)c1C#N	10.1%	0.8%	1.4%	-4.5%	-4.5%	-9.0%	/	-2.7%	1.1%
CCOc1ccccc1Nc1nc(N)nc(CN(C)C2CCCCC2)n1	6.0%	19.4%	3.0%	-5.5%	-1.0%	-6.4%	0.0%	-10.0%	-2.0%
CC(C)NC(=O)C1CCN(c2ccc(S(=O)(=O)N3CCOCC3)cc2Cl)CC1	5.4%	1.1%	-0.7%	8.7%	-3.2%	-14.7%	-0.8%	/	1.1%
CS(=O)(=O)Nc1ccc(C(=O)NCCSC2CCCCC2)cc1	7.6%	6.8%	0.5%	-0.6%	1.6%	-5.2%	-8.8%	0.3%	-0.9%
CCCc1cc(=O)[nH]c(SCC(=O)N2C(C)CCCC2C)n1 (stereo not drawn)	5.8%	7.8%	2.3%	6.2%	3.1%	-11.5%	-5.8%	/	-1.5%
CCCOc1ccc(/C=N/NC(=O)C(C)Sc2ccccn2)cc1OCC (stereo not drawn)	10.0%	5.6%	4.0%	1.2%	-2.4%	2.3%	-2.7%	-12.6%	0.3%
COc1ccc(C(=O)N/N=C/c2ccc(OC(=O)c3ccccc3)cc2)cc1	6.7%	8.7%	6.8%	15.4%	4.6%	-1.8%	-1.5%	-2.8%	-0.5%
CCOC(=O)CC1=NN(c2ccccc2)C(=O)/C1=C\c1ccc(OC)cc1OC	14.6%	20.2%	1.3%	9.9%	17.0%	3.9%	27.1µM*	-8.7%	11.7%
CCN(Cc1ccccc1)C(=O)CCc1nc(CN2CCN(C(=O)c3ccc([N+](=O)[O-])cc3)CC2)no1	7.4%	10.4%	9.3%	-1.9%	-1.0%	-14.2%	5.0%	/	-0.7%
Cc1ccc(C(=O)c2sc(Nc3ccccc3)c(C#N)c2N)cc1	7.0%	-1.3%	2.9%	-9.1%	-2.5%	-7.4%	11.0%	-2.4%	14.3%

6 entries picked at random from the list so far, as already listed:
SMILES	Rac1 GTP hydrolysis	Large T inhibition	RSV antiviral HEp-2	AID2073	Siah-1 displacement	LYP inhibition	Dengue-2 NS5 capping	XIAP displacement	HIV peptide binding	others
CCCOc1ccc(/C=N/NC(=O)C(C)Sc2ccccn2)cc1OCC (stereo not drawn)	10.0%	5.6%	4.0%	1.2%	-2.4%	2.3%	-2.7%	-12.6%	0.3%
CCn1c2ccccc2c2cc(NC(=O)COC(=O)c3cc(OC)c(OC)cc3OC)ccc21	8.8%	-2.2%	10.8%	20.7%	-0.5%	2.4%	-5.1%	-21.5%	-0.2%
COC(=O)CSc1nc(C)cc(C(F)(F)F)c1C#N	10.1%	0.8%	1.4%	-4.5%	-4.5%	-9.0%	/	-2.7%	1.1%
CS(=O)(=O)Nc1ccc(C(=O)NCCSC2CCCCC2)cc1	7.6%	6.8%	0.5%	-0.6%	1.6%	-5.2%	-8.8%	0.3%	-0.9%
COc1ccccc1-c1nnn(C/C(N)=N/O)n1	6.8%	-1.3%	2.4%	5.2%	4.9%	-10.1%	-3.7%	-0.5%	-0.9%
CC(=O)OCC1(C)CN(c2ccccc2)N(C(=O)c2ccc(C(C)(C)C)cc2)C1=O (stereo not drawn)	4.5%	12.0%	/	19.5%	3.7%	-0.6%	5.5%	-4.2%	0.6%

An excerpt from above in order of count of non-hydrogen atoms, falling:
SMILES	Rac1 GTP hydrolysis	Large T inhibition	RSV antiviral HEp-2	AID2073	Siah-1 displacement	LYP inhibition	Dengue-2 NS5 capping	XIAP displacement	HIV peptide binding	others
CCOc1ccccc1Nc1nc(N)nc(CN(C)C2CCCCC2)n1	6.0%	19.4%	3.0%	-5.5%	-1.0%	-6.4%	0.0%	-10.0%	-2.0%
CCOc1[nH]n(-c2ccc(Cl)cc2)c(=O)c1C=Nc1ccc(O)cc1	6.8%	-0.3%	3.0%	5.3%	11.0%	-1.8%	-4.8%	-6.7%	-2.9%
CCN1CCN(c2ccc(NC(=O)c3cccnc3)cc2Cl)CC1	6.5%	-2.7%	-0.5%	-0.4%	-3.2%	-9.5%	2.4%	-4.4%	0.6%
